# NTR1 agonist = agonists of NTR1, primary screen, imaging, U2OS cells, beta-arrestin-GFP, high content (AID 493036) | Neurotensin receptor type 1 (Homo sapiens), P30989 | NTR1-U2OS beta-arrestin-GFP spot imaging, agonist mode | activation, % at 20 µM | 330,000 tested, 0.17% active;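 active = activation at or above 40% of the spot to cytoplasm intensity ratio, with at least 20 cells analyzed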;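 also: 0% = DMSO without peptide and 100% = 100 nM NTR1 peptide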
# Target sequence (P30989 whole entry, looked up): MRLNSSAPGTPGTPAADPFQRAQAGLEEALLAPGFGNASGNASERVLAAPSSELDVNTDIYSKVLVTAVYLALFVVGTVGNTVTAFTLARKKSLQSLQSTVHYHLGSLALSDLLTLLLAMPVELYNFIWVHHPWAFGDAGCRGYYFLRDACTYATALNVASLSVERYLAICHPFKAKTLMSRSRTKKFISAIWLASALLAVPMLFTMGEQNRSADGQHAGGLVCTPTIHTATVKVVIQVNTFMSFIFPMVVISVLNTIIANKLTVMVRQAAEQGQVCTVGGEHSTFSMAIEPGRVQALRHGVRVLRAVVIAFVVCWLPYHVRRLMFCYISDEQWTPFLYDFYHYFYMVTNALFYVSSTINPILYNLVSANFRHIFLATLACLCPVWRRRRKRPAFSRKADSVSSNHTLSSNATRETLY
# GPR35 antagonists = GPR35 antagonists blocking zaprinast-driven arrestin recruitment, primary screen, imaging, U2OS, beta-arrestin-GFP, zaprinast agonist (AID 2058) | G-protein coupled receptor 35 (Homo sapiens) | U2OS GPR35 beta-arrestin-GFP translocation imaging, zaprinast antagonism; higher % means a stronger effect | inhibition, % at 10 µM; hits with a dose series show IC50 in µM | 290,000 tested, 0.052% active;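 active = inhibition of at least 50% with at least 30 cells and total cytoplasm GFP at most 10,000,000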
# PhoP inhibition = inhibitors of PhoP regulon expression, primary screen, Salmonella Typhimurium, GFP reporter (AID 1863); S. Typhimurium PhoP-regulated promoter GFP reporter, 4 h; higher % means a stronger effect; inhibition, % at 50 µM, or IC50 in µM where a hit was titrated; 300,000 tested, 0.16% active;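 active = inhibition over 29.93%, a cutoff 3 SD above the screen mean, later confirmed by dose response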;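 also: 0% = low Mg2+ inducing control and 100% = high Mg2+ repressing control; strong numbers were not always called active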
# GPR55 antagonists = GPR55 antagonists blocking LPI-driven arrestin recruitment, primary screen, imaging, U2OS, beta-arrestin-GFP, LPI agonist (AID 2013); G-protein coupled receptor 55 (Homo sapiens); U2OS GPR55 beta-arrestin-GFP translocation imaging, LPI antagonism; higher % means a stronger effect; inhibition, % at 10 µM; hits with a dose series show IC50 in µM; 290,000 tested, 0.13% active;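 active = spots per cell inhibited over 60%, with over 100 cells counted and total cytoplasm intensity under 500,000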;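 also: U2OS cells stably carrying GPR55 and arrestin-GFP stimulated by 5 µM LPI near EC80; imaged beta-arrestin-GFP aggregate spots per cell after agonist stimulation; plate controls were LPI-stimulated DMSO wells for no effect and DMSO wells without LPI for full effect; some results filed as inactive read as strong as hits; confirmed hits need IC50 under 10 µM and bright autofluorescent wells are also inconclusive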
# KOR beta-arrestin-1 = KOR agonists, beta-arrestin recruitment, primary screen, cell-based, luminescence, uHTS (AID 1777); Kappa-type opioid receptor (Homo sapiens); KOR beta-arrestin recruitment, luminescence; higher % means a stronger effect; one-dose activation, % at 10 µM; EC50 in µM for titrated hits; 280,000 tested, 0.02% active; in the data active = activation above about 50%, passing the limit was not always enough; also: a part of the inactive calls stands beside numbers as strong as those of hits
# KOR beta-arrestin-2 = KOR antagonists, beta-arrestin recruitment, cell-based, luminescence, uHTS (AID 1778) | Kappa-type opioid receptor (Homo sapiens) | KOR beta-arrestin recruitment, luminescence, antagonist mode; higher % means a stronger effect | inhibition, % at 10 µM, or IC50 in µM where a hit was titrated | 290,000 tested, 0.091% active; in the data active = inhibition above about 50%; also: strong numbers were not always called active
# GPR55 activation = GPR55 agonists via beta-arrestin recruitment, primary screen, imaging, U2OS cells, beta-arrestin-GFP redistribution (AID 1961). activation, % at 10 µM, or EC50 in µM where a hit was titrated. 290,000 tested, 0.048% active. G-protein coupled receptor 55 (Homo sapiens). U2OS GPR55 beta-arrestin-GFP redistribution imaging; higher % means a stronger effect;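 active = activation above 40% with more than 50 cells counted in the well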;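 also: U2OS osteosarcoma cells stably expressing GPR55 and beta-arrestin-GFP; plate controls were DMSO negative control for no effect and LPI positive control for full effect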
# West Nile antiviral = West Nile virus antiviral activity, cell-based, CPE readout (AID 1621). one-dose CPE inhibition, % at 10 µM; IC50 in µM for titrated hits. 290,000 tested, 0.02% active. West Nile virus-infected cells, CPE inhibition; higher % means a stronger effect; in the data active = a potency from the dose series; also: strong numbers were not always called active
# T cell modulator = modulators of CD8 T cell-vesicle binding, primary screen, mouse 2C CD8+ T cells, flow cytometry; 2C CD8+ T cell-vesicle binding; active compounds read low; 330,000 tested, 0.068% active; calls only at 7 µM;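 active = response, share of CD8 T cells binding vesicles, and their 90th percentile fluorescence all below set limits, cut at about 80% in these data, passing the limit was not always enough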
#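 Benchmarks: naked versus QL9-loaded vesicles / Assay system: purified 2C TCR transgenic mouse naive CD8+ T cells / Technique: high-throughput flow cytometry with anti-B7-1 and anti-CD8 staining / Timing: Cell–vesicle co-incubation 1.5 h at 37 °C, staining 20 min on ice / Read-out: percent CD8+ FL2 mean versus row control / Probe or stimulus: QL9-loaded Drosophila micro-vesicles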
# T cell modulator vesicle-bound % = also measured in T cell modulator; calls as there; double positive events, %; measured here: CD8+ vesicle-bound cell fraction;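 binding gate set so that unloaded-vesicle control wells show 10% double positive cells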
# NTR1 agonist cell count 20 µM = further read-out of NTR1 agonist, marked with its call; cell count; measured here: cell count, cytotoxicity flag
# An asterisk follows results filed as active; i = inactive; . = not tested or not shown; [ ] = remark or other dose. Random draw from the library; overall some 0.62% were active at least once.
no.	Molecule	NTR1 agonist	NTR1 agonist cell count 20 µM	GPR35 antagonists	PhoP inhibition	GPR55 antagonists	KOR beta-arrestin-1	KOR beta-arrestin-2	GPR55 activation	West Nile antiviral	T cell modulator	T cell modulator vesicle-bound %
1	Cc1ccc(NC(=O)c2cccc3cccnc23)cc1	2.3	52	3%	7%	-3%	-2.0%	-17%	0.6%	0.1%	i	14
2	COc1cc(/C=C/C(=O)OCC(=O)Nc2sc3c(c2C#N)CCC(C)C3)ccc1OCC#N (centres undefined)	6.9	81	6%	-13%	2%	-1.4%	-49%[20 µM]	-0.1%	-0.9%	i	29
3	N#CCCSc1ccccc1NC(=O)c1cc(=O)c2ccccc2o1	-1.2	49	12%	-3%	-3%	-9.5%	-3%	0.9%	-0.4%	i	16
4	CCOc1ccc(-c2n[nH]c(=S)o2)cc1	-1.2	28	-6%	2%	-6%	-5.9%	22%	0.2%	0.4%	i	1
5	O=C(c1cc2ccccc2o1)N1CCN(Cc2ccc3c(c2)OCO3)CC1	0.8	68	17%	9%	-10%	0.5%	-3%	-0.1%	-1.4%	i	3
6	O=C(CN1CCC(n2nnc3cc(F)ccc32)CC1)NCCc1ccccc1	0.1	53	4%	3%	-8%	-3.9%	14%	0.6%	-0.5%	i	37
7	CCn1c(C)nc2cc(C(=O)NNC(=O)c3ccc(Cl)nc3)ccc21	0.0	32	-2%	-5%	69%	-4.6%	-30%	-0.4%	0.2%	i	28
8	O=C(CCC(=O)Nc1nnc(C2CCCCC2)s1)NCc1cccs1	1.6	62	6%	10%	13%	-1.1%	-19%	0.2%	0.2%	i	41

# (more compounds)
no.	Molecule	NTR1 agonist	NTR1 agonist cell count 20 µM	GPR35 antagonists	PhoP inhibition	GPR55 antagonists	KOR beta-arrestin-1	KOR beta-arrestin-2	GPR55 activation	West Nile antiviral	T cell modulator	T cell modulator vesicle-bound %
9	CN(CC(=O)Nc1cccc(F)c1)C(=O)CC1CC2CCC1C2 (centres undefined)	0.0	65	6%	9%	-4%	0.7%	12%	-0.1%	-0.1%	i	36
10	COC(=O)Cc1nc2ccccc2[nH]1	0.3	36	-4%	-6%	4%	4.4%	5%	-0.3%	0.1%	i	26
11	CCCCCCS(=O)[C@H]1CS(=O)(=O)C[C@@H]1S(=O)CCCCCC (some centres undefined)	0.1	45	12%	13%	9%	5.8%	26%	-0.1%	0.1%	i	31
12	O=C(CN1CCCCC1)Nc1ccccc1Oc1ccccc1	-0.4	48	7%	-6%	-1%	2.5%	-46%	0.3%	-0.6%	i	35
13	CCOC(=O)c1c(C)n(-c2ccccc2)c2ccc(O)c(CN(C)C)c12	3.8	54	-12%	-5%	28%	1.8%	-46%	-1.2%	-1.2%	i	66
14	O=C(NCc1ccccc1)C(=O)NCC1OCCN1S(=O)(=O)c1ccc(Br)cc1 (centres undefined)	0.2	76	-3%	-7%	15%	-0.8%	-8%	0.1%	-1.3%	i	9
15	CCCCn1c(SCC(=O)Nc2ccc3c(c2)CCC3)nc2ccccc2c1=O	3.0	84	16%	-7%	12%	33%	13%	0.4%	-0.8%	i	54
16	O=C(Nc1ccc(Cl)c(Cl)c1)c1ccc(Cn2c(=O)[nH]c3ccsc3c2=O)cc1	7.9	64	-1%	-3%	13%	2.8%	-10%	-0.2%	0.4%	i	32

# (more compounds)
no.	Molecule	NTR1 agonist	NTR1 agonist cell count 20 µM	GPR35 antagonists	PhoP inhibition	GPR55 antagonists	KOR beta-arrestin-1	KOR beta-arrestin-2	GPR55 activation	West Nile antiviral	T cell modulator	T cell modulator vesicle-bound %
17	CNC(=O)NC(=O)C(c1ccccc1)N(C)CC1COc2ccccc2O1 (centres undefined)	-0.5	47	2%	-4%	10%	-1.4%	-48%	-0.2%	-1.1%	i	43
18	CCOC(=O)C1(CCOc2ccccc2)CCN(C(=O)c2ccc(-n3cccn3)cc2)CC1	2.4	68	6%	2%	1%	7.1%	-4%	-0.3%	-1.5%	i	48
19	COc1ccc(-n2cc(CNCCCn3ccnc3)c(-c3cccc(F)c3)n2)cc1	-1.1	104	1%	.	5%	.	-24%[20 µM]	0.3%	40%	i	27
20	COc1ccc2c(c1)C(=O)[C@H](O)[C@@H](c1ccc(OC)c(Br)c1)O2	1.1	95	-4%	5%	4%	0.1%	-3%	-0.2%	-0.8%	i	32
21	CCc1cc(=O)oc2cc(O[C@@H]3O[C@H](CO)[C@@H](O)[C@H](O)[C@H]3O)c(Cl)cc12	0.1	93	-2%	6%	6%	-4.4%	7%	0.4%	-0.2%	i	32
22	Cc1ccc(OCC(=O)Nc2ccc(N3CCN(S(C)(=O)=O)CC3)cc2)cc1	-0.8	80	2%	-2%	-4%	2.2%	-10%[20 µM]	0.2%	-0.2%	i	50
23	O=C(Cc1ccc(F)cc1)c1ccc(O)cc1O	-0.8	75	-9%	7%	-13%	-8.8%	9%	-0.1%	0.5%	i	56
24	O=C(C1CCN(S(=O)(=O)c2ccc(F)cc2)CC1)N1CC=C(c2ccccc2)CC1	0.2	68	-14%	-1%	-2%	0.4%	37%	-0.1%	-0.1%	i	48

# Remaining list, next part.
no.	Molecule	NTR1 agonist	NTR1 agonist cell count 20 µM	GPR35 antagonists	PhoP inhibition	GPR55 antagonists	KOR beta-arrestin-1	KOR beta-arrestin-2	GPR55 activation	West Nile antiviral	T cell modulator	T cell modulator vesicle-bound %
25	CCC(=O)N(Cc1cc2cc(OC)ccc2[nH]c1=O)c1ccccc1C	6.0	80	-4%	6%	11%	-1.8%	8%	-0.3%	-1.1%	i	30
26	Cc1onc(-c2ccccc2Cl)c1C(=O)Nc1ncn[nH]1	-0.6	52	6%	6%	7%	7.0%	7%	0.1%	0.9%	i	3
27	NS(=O)(=O)c1ccc(NC(=O)COC(=O)c2cn(-c3ccccc3)nc2-c2ccccc2)cc1	1.9	69	-5%	-8%	11%	-2.6%	0%	-0.1%	0.4%	i	33
28	CCN1C(=O)c2cccc3c(S(=O)(=O)Nc4c(C)n(C)n(-c5ccccc5)c4=O)ccc1c23	-0.8	35	0%	5%	2%	-4.4%	0%	-0.1%	0.0%	.	.
29	CS(=O)(=O)N(CC(=O)N1CCOCC1)c1ccccc1Br	-1.1	67	19%	1%	-2%	-3.6%	13%[20 µM]	0.3%	-0.3%	i	56
30	Cc1ccc(C(=O)NC(C)c2ccccc2)cc1S(=O)(=O)N1CCOCC1 (centres undefined)	1.4	59	-5%	11%	-8%	-1.2%	-13%	-0.1%	-0.8%	i	34
31	COc1ccccc1NC=C1C(=O)OC2(CCCCC2)OC1=O	2.4	70	2%	5%	-6%	-3.1%	7%	-0.3%	-0.1%	i	21
32	Cc1ccc(OC(=O)c2cccnc2)cc1	-1.2	73	6%	3%	1%	2.5%	-21%	-0.3%	.	i	32

33) O=C(Nc1ccc(S(=O)(=O)N2CCCc3ccccc32)cc1)C1CCCO1 (centres undefined)
34) COc1ccc(C2C=C(c3ccc(Br)s3)Nc3ncnn32)cc1OC (centres undefined)
35) COC(=O)c1cc2occc2n1CC(=O)N(C)C1CCCCC1
36) N#Cc1ccc(/C=N/NC(=S)Nc2ccc(S(=O)(=O)N3CCOCC3)cc2)cc1
37) CSc1nncc(/C(C)=N/O)n1
38) CCN(CC)S(=O)(=O)c1ccc(N2CCOCC2)c(NC(=S)NC(=O)c2ccco2)c1
screen / no. | 33 | 34 | 35 | 36 | 37 | 38
NTR1 agonist | 1.0 | -1.1 | 0.3 | 0.5 | 0.6 | 0.8
NTR1 agonist cell count 20 µM | 72 | 46 | 56 | 60 | 73 | 63
GPR35 antagonists | 11% | -4% | -1% | 6% | 3% | 12%
PhoP inhibition | -2% | -268% | -16% | 6% | 8% | -10%
GPR55 antagonists | 5% | -24% | 18% | 9% | 6% | 12%
KOR beta-arrestin-1 | -4.7% | 5.3% | 3.7% | -1.5% | -3.0% | -2.0%
KOR beta-arrestin-2 | 32% | -29% | -25% | 37% | -22% | 18%
GPR55 activation | -0.1% | -0.2% | -0.1% | 0.0% | -0.4% | -0.1%
West Nile antiviral | . | -0.7% | -0.8% | -0.3% | -0.5% | 1.4%
T cell modulator | i | i | i | i | i | i
T cell modulator vesicle-bound % | 49 | 5 | 8 | 22 | 6 | 45

39) O=C(CN(C(=O)CCC(=O)Nc1ccccn1)c1ccc(F)cc1)NCc1ccc(F)cc1
40) Cc1c(C)c2ccc(O)c(CN3CCCC3)c2oc1=O
41) Cn1c(CNC(=O)OC(C)(C)C)nnc1SCc1c(Cl)cccc1Cl
42) CC(C)(C)OC(=O)N/N=C/c1ccc(C(=O)O)cc1
43) CCN(CC)S(=O)(=O)c1ccc(C(=O)OCCN2C(=O)CCC2=O)cc1
44) CC(C)OC(=S)N/C(=N\S(=O)(=O)c1ccccc1)c1ccccc1
45) Nn1c(Cc2ccccc2F)nnc1SCCOc1ccc(Cl)cc1
46) CCN(CC)S(=O)(=O)c1ccc(N2CCN(S(=O)(=O)c3ccc4c(c3)OCCO4)CC2)nc1
47) COC(=O)c1sc2nc3c(cc2c1N)CCCC3
screen / no. | 39 | 40 | 41 | 42 | 43 | 44 | 45 | 46 | 47
NTR1 agonist | -1.9 | -0.7 | 0.7 | 1.2 | 0.6 | -0.2 | -0.9 | 0.7 | 5.7
NTR1 agonist cell count 20 µM | 44 | 84 | 38 | 72 | 67 | 61 | 98 | 38 | 64
GPR35 antagonists | 6% | 9% | 6% | 2% | -7% | 12% | -6% | 23% | -12%
PhoP inhibition | -6% | 3% | 4% | -12% | 8% | 13% | 2% | -19% | 0%
GPR55 antagonists | 0% | 2% | 6% | -14% | -2% | 5% | 4% | 17% | 9%
KOR beta-arrestin-1 | 8.9% | -0.6% | 5.3% | -0.8% | -2.0% | 2.4% | -2.2% | 1.2% | .
KOR beta-arrestin-2 | -12% | -28% | . | 4% | 16% | -26% | -11% | -19% | -17%[20 µM]
GPR55 activation | -0.1% | -0.1% | -0.2% | -0.2% | -0.1% | -0.2% | -0.2% | 0.3% | -0.1%
West Nile antiviral | -0.9% | -0.6% | -0.2% | 0.3% | 0.4% | 0.0% | -1.4% | -0.5% | -0.6%
T cell modulator | i | i | i | i | i | i | i | i | i
T cell modulator vesicle-bound % | 25 | 61 | 16 | 45 | 24 | 35 | 24 | 24 | 25
